Assay outcomes from PubChem.
MPTP inh: inhibitors of mitochondrial permeability transition pore | 1.4% of 360,000 active | isolated mouse mitochondria, Ca2+ swelling absorbance, 30 min | inhibition, % at 10 µM;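 active means inhibition of 50% or more, scaled per plate between neutral and stimulator controls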;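 further: 0% = DMSO wells given calcium and 100% = 1 mM EGTA wells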
SENP8 inh: SENP8 (human) protease inhibition; 0.64% of 360,000 active; AID 602440; inhibition, % at 20 µM; recombinant SENP8, Nedd8 substrate fluorescence; in the data active means inhibition mostly above about 40%, no sharp cut-off; inactive means mostly below about 27%
Target sequence (Q96LD8 whole entry, looked up): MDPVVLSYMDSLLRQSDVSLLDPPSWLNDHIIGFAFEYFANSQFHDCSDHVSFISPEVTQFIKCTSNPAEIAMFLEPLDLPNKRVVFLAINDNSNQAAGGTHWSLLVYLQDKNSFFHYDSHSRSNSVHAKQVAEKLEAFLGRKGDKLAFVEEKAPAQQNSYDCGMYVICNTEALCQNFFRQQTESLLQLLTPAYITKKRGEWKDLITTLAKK
PfG6PD inh: PfG6PD (Plasmodium falciparum) enzyme inhibition; PfGluPho enzyme, NADPH resazurin-diaphorase fluorescence; inhibition, % at 20 µM; 0.78% of 350,000 active; AID 504690;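 active means inhibition reaching at least a set limit at 20 µM in the primary screen, cut at about 59% in these data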;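 further: 0% = DMSO wells with substrate and 100% = DMSO wells lacking glucose-6-phosphate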
ATG4B inhibitor: inhibitors of human ATG4B cysteine protease; Q9Y4P1; ATG4B cleavage of LC3-PLA2, NBD-HPC fluorescence, 1 h; inhibition, % at 8.33 µM; 0.51% of 340,000 active; in the data active means inhibition above about 40%
Target sequence (Q9Y4P1 whole entry, looked up): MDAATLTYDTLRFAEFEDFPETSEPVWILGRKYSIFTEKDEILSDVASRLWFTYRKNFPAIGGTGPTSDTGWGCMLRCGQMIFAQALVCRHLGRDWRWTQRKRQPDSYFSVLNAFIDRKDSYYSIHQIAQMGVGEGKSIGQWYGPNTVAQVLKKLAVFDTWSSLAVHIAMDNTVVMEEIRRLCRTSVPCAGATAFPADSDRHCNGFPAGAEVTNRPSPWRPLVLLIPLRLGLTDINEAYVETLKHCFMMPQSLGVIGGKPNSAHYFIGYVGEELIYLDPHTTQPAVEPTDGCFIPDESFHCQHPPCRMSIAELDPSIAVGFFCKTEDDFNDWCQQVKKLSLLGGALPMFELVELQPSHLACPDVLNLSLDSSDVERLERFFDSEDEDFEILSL
NR3A LBD binder: modulators (binders) of human NR3A ligand-binding domain; NR3A LBD differential scanning fluorimetry, Tm shift; 0% = protein alone, 100% = glycine-bound protein; 2.5% of 340,000 active; Tm shift relative to glycine control, % at 25 µM;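 active means melting temperature shift of at least 10% of the positive control shift, at one fixed dose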
hIAP act: human IAP activation; purified human IAP, CDP-Star luminescence, 30 min; hits give high values; 1 = vehicle-only enzyme, 0 = enzyme-free background; activation factor at 10 µM; 0.16% of 330,000 active; P09923;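 active means activation factor of the enzyme at least 2-fold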; further: the source names both 10 and 20 µM as test concentration; values of inactives mirror those of a sister screen read the other way
SENP1 inh: blocks the human SENP1 SUMO protease catalytic domain | Q9P0U3 | recombinant SENP1 catalytic domain, CyPet-SUMO1-YPet FRET cleavage | inhibition, % at 10 µM | 0.21% of 360,000 active | AID 624204;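 active means inhibition at least 30% at 10 µM, raw YFP signal under a set limit, fluorescence ratio 0.5 to 1.5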;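 further: 0% = enzyme with DMSO and 100% = no enzyme wells; some results filed as inactive read as strong as hits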
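Compound: 10 µM single point, 0.5% DMSO; Test system: hSENP1 catalytic domain, recombinant; Timing: 50 min reaction at room temperature; Technique: FRET, CFP and YFP emission; Control set: no-enzyme wells low, DMSO-plus-enzyme wells high control.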
SENP6 inh: SENP6 protease inhibition | Q9GZR1 | Recombinant SENP6 catalytic domain, aminoluciferin luminescence | inhibition, % at 10 µM | 1.8% of 330,000 active | AID 2599;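 active means inhibition above about 50% at the single tested dose, limit read from the data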;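 further: plate controls were DMSO wells with enzyme for no effect and DMSO wells lacking enzyme for full effect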
Target sequence (Q9GZR1 628-1112 limits assumed): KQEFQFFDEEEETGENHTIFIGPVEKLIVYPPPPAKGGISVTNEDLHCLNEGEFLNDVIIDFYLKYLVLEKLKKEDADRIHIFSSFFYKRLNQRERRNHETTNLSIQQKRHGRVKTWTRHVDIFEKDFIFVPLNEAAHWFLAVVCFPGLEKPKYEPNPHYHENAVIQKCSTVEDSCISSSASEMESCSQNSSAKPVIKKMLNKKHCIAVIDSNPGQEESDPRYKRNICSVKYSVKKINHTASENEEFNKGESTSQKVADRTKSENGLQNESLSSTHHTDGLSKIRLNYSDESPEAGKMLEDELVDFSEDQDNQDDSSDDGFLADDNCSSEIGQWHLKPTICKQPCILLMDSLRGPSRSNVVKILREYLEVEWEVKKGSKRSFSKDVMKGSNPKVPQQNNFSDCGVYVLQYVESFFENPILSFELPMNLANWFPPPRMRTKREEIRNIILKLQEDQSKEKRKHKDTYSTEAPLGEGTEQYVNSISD
An asterisk follows results filed as active; / = no result given.

cpd | Molecule | ATG4B inhibitor | PfG6PD inh | MPTP inh | NR3A LBD binder | SENP6 inh | hIAP act | SENP1 inh | SENP8 inh
1 | CC(=O)c1ccc(N(CC(=O)NCc2ccc3c(c2)OCO3)C(=O)c2csnn2)cc1 | -1 | 2 | -4.2 | -2 | -15 | 0.89 | 2 | -4
2 | COc1ccc(C(=O)/C=C/C(=O)N(CC(=O)NC2CCCCC2)CC2CCCO2)c(O)c1 (stereo not given) | -25 | 51 | -3.5 | 0 | -2 | 0.93 | 3 | -13
3 | O=C(CN1CCN(c2cccc(C(F)(F)F)c2)CC1)N(C1CCCC1)C1CCS(=O)(=O)C1 (stereo not given) | -6 | -9 | -0.9 | 1 | -1 | 0.8 | 0 | 1
4 | CC1(C)CCC(=O)N2CC[C@H]3C[C@H](OC(=O)Nc4ccc5c(c4)OCO5)C[C@@H]1[C@H]32 | 1 | 16 | 0.0 | -30 | -15 | 1.1 | 0 | 6
5 | Cc1ccc(OCC(=O)N/N=C/C=C/c2ccco2)c(Br)c1 | 1 | 34 | -0.4 | -3 | -8 | 1.2 | -3 | 3
6 | O=C(Nc1cccc2ncccc12)c1cccc(Br)c1 | -6 | -1 | -0.1 | 2 | 4 | 0.95 | 0 | 17
7 | Cc1c(C)n(CCC#N)c2ccccc12 | -3 | -3 | 0.0 | 3 | -13 | 1 | -10 | 9
8 | COc1ccccc1CC(=O)Nc1ccc(C(=O)N2CCCCC2)cc1 | 0 | 5 | 2.3 | 10 | 6 | 1.1 | 4 | 5
9 | Cc1cccc(OCc2nc(C#N)c(N3CC(C)CC(C)C3)o2)c1 (stereo not given) | 4 | 13 | 0.7 | 0 | 6 | 0.81 | 0 | 8
10 | Clc1ccc(OCCN2CCOCC2)cc1Cl | -18 | 0 | 0.1 | 3 | 9 | 1 | 1 | 19
11 | COc1ccc(CNC(=O)[C@H](C)NC(=O)C2CCN(S(=O)(=O)c3ccccc3)CC2)cc1 | -6 | 14 | -1.2 | 2 | 11 | 0.72 | 3 | 13
12 | Clc1cccc(Nc2c3c(nc4ncnn24)CCC3)c1 | -2 | 6 | -1.1 | -1 | 4 | 0.95 | 1 | 23
13 | O=C(CN1CCN(c2ccccc2O)CC1)Nc1cccnc1Cl | -3 | 4 | -3.1 | -6 | -12 | 0.91 | 2 | 4
14 | Cn1cnnc1SCc1ccc(-c2ccc(Br)cc2)o1 | -2 | 34 | 39 | 0 | 11 | 0.97 | -14 | -10
15 | CCOc1ccccc1N=C1NC(=O)CS1 | 2 | -16 | -0.8 | -3 | 10 | 1 | -18 | 8

Remaining list, next part
cpd | Molecule | ATG4B inhibitor | PfG6PD inh | MPTP inh | NR3A LBD binder | SENP6 inh | hIAP act | SENP1 inh | SENP8 inh
16 | CCC(=O)NC(=S)Nc1ccc(S(=O)(=O)NC(C)=O)cc1 | -4 | 4 | -4.1 | -8 | 5 | 0.99 | 0 | 9
17 | COc1ccccc1C(=O)NNC(=O)C(=O)NC(C)C | 1 | -8 | -2.8 | -2 | -11 | 1 | 2 | 2
18 | CC(=O)Nc1ccc(S(=O)(=O)NCCC(=O)NCCCc2ccccc2)cc1 | -4 | 4 | -0.9 | -1 | -8 | 0.97 | 0 | 5
19 | CCC(=O)N(Cc1cccs1)C1CCOC(C)(C)C1 (stereo not given) | 0 | -13 | -1.1 | 2 | -18 | 0.94 | -2 | 18
20 | O=C(CCn1c(=O)sc2ccccc21)NCc1ccccc1 | -2 | -5 | -0.6 | 0 | 5 | 0.95 | 2 | 9
21 | O=C(Cc1cccc(NC(=O)C2CCN(C(=O)CCc3ccccc3)CC2)c1)Nc1cccc(C(=O)N2CCCC2)c1 | -20 | -7 | -0.3 | -3 | -12 | 0.95 | -2 | 2
22 | Cn1cc(Br)c(C(=O)NNC(=O)c2ccc(Br)cc2)n1 | -1 | -7 | -1.6 | -2 | / | / | 0 | 18
23 | O=C(c1ccco1)N1CCN(C(=S)Nc2ccccc2Cl)CC1 | 0 | -3 | 1.0 | -1 | -2 | 1 | 6 | 8
24 | COc1ccc(/C=C/C(=O)N(C)C2CCCCC2)cc1Br | -8 | 7 | -1.7 | 1 | -43 | 0.84 | 3 | 20
25 | COc1cc(OC)cc(-c2oc(=O)c3cc(OC)c(OC)cc3c2C(F)(F)F)c1 | -6 | 4 | 0.5 | -3 | 8 | 0.93 | 2 | 2
26 | CCCCNC(=O)c1cn(CC)c2cc(N3CCN(C)CC3)c(F)cc2c1=O | -7 | 9 | 0.8 | 2 | -13 | 1.1 | 1 | -176
27 | Clc1ccc2nc3c4ccccc4cnn3c2c1 | -3 | 9 | 2.0 | -41 | 99* | 0.89 | 2 | -356
28 | CN(C(=O)CSc1nnc(-c2cccnc2)o1)C1CCCCC1 | 3 | -4 | -0.9 | 0 | 3 | 1 | -2 | 1
29 | O=C(CN(C(=O)c1ccccc1)N1C(=O)CCC1=O)c1cccs1 | 7 | -16 | -0.7 | -2 | -17 | 0.88 | 1 | 2
30 | O=C(O)CCC(=O)Nc1cccc(-c2nc3ccccc3o2)c1 | 9 | -26 | 1.9 | 1 | 0 | 1.2 | 3 | -21

Just MPTP inh and hIAP act (2 entries from above):
no.	SMILES	MPTP inh	hIAP act
18	CC(=O)Nc1ccc(S(=O)(=O)NCCC(=O)NCCCc2ccccc2)cc1	-0.9	0.97
22	Cn1cc(Br)c(C(=O)NNC(=O)c2ccc(Br)cc2)n1	-1.6	/

(listing goes on)
cpd | Molecule | ATG4B inhibitor | PfG6PD inh | MPTP inh | NR3A LBD binder | SENP6 inh | hIAP act | SENP1 inh | SENP8 inh
31 | Cc1ccc(NC(=O)C2=CC=CN3CCS(=O)(=O)N=C23)cc1 | -4 | -5 | -1.4 | 2 | -12 | 0.9 | 1 | 17
32 | O=S(=O)(Cc1ccc(Cl)cc1)NCc1cccnc1 | -4 | -7 | 1.5 | 1 | 7 | 0.95 | 2 | 14
33 | Clc1ccc(C=NNc2ccccn2)c(Cl)c1 | 2 | -3 | 0.7 | 1 | / | / | 1 | -6
34 | O=C(NCC1OCCc2ccccc21)c1cc(COc2ccc(F)cc2Cl)on1 (stereo not given) | 34 | -6 | 4.4 | 0 | 11 | 0.87 | 4 | 13
35 | COc1cc(NC(=O)Cn2cnc3c(OCc4ccccc4)ncnc32)cc(OC)c1OC | / | 13 | 1.5 | 4 | -21 | 1.1 | 3 | 9
36 | Cc1ccc(C(=O)N2CCN(c3ccc(NC(=O)c4ccc(Br)o4)cc3)CC2)cc1 | -17 | 6 | -3.2 | -1 | -12 | 1 | 2 | 14
37 | O=C(Nc1cc(S(=O)(=O)N2CCOCC2)ccc1N1CCOCC1)c1cc2c(s1)CCC2 | -7 | -1 | -1.1 | -1 | -9 | 1.1 | -1 | -12
38 | CCOC(=O)C1CCCN(C(=O)c2ccc3[nH]c4c(c3c2)CC(C)CC4)C1 (stereo not given) | -11 | 2 | 0.7 | 1 | -14 | 1 | -63 | -34
39 | Cc1cccc(OCC(O)CN2CC3(C)CC2CC(C)(C)C3)c1 (stereo not given) | 10 | 3 | 1.5 | 1 | 2 | 1 | 1 | 17
40 | Cc1ccccc1NC(=O)Cc1nc(COC(=O)c2cccc([N+](=O)[O-])c2)cs1 | 5 | -7 | 0.4 | -3 | -7 | 1.2 | 0 | 3
41 | CCN1CCN(c2nc3ccccc3nc2C(C#N)S(=O)(=O)c2ccc(C)c(C)c2)CC1 (stereo not given) | -1 | -6 | 1.5 | 8 | 37 | 1.2 | -16 | 1
42 | CN1CCCN(S(=O)(=O)c2cccc(C#N)c2)CC1 | -4 | 3 | -1.1 | 1 | -2 | 0.92 | 2 | 13
43 | Cc1ccc(C)c(NS(=O)(=O)c2cc(C(=O)NCc3ccccn3)ccc2Cl)c1 | 0 | -20 | -0.9 | 3 | -1 | 0.89 | 1 | 0
44 | COc1cc2oc(-c3ccc(O)cc3)cc(=O)c2c(O)c1OC | -4 | 1 | -1.3 | -10 | 14 | 1.1 | -12 | 29
45 | CSc1nc(C)c(Cl)c(C)c1C#N | -1 | 1 | -0.7 | 3 | -10 | 0.9 | 3 | -4

The listing continues:
cpd | Molecule | ATG4B inhibitor | PfG6PD inh | MPTP inh | NR3A LBD binder | SENP6 inh | hIAP act | SENP1 inh | SENP8 inh
46 | Cc1c(NC(=O)C(C)OC(=O)c2sc3ccccc3c2Cl)c(=O)n(-c2ccccc2)n1C (stereo not given) | 27 | -6 | 0.2 | 0 | -25 | 0.96 | 2 | 9
47 | COc1ccc(Cc2nnc(NC(=O)C(C)C)s2)cc1 | -11 | -4 | 1.8 | 0 | -6 | 1.2 | 0 | 25
48 | CCCCSc1nc(N)c(NC(=O)c2ccco2)c(=O)[nH]1 | -2 | -4 | -0.1 | 4 | -4 | 0.87 | -2 | 4
49 | OC(COc1ccc(OCC(O)CN2CCCCCC2)cc1)CN1CCCCCC1 (stereo not given) | -1 | 12 | 0.2 | 4 | -16 | 0.93 | 1 | 16
50 | Cc1ccc2nc(NC(=O)CCCc3nc4ccccc4s3)sc2c1 | -6 | 46 | 0.2 | -1 | 17 | 0.81 | -8 | 3
51 | O=C(CCCSCCCC(=O)NN=Cc1ccccc1)NN=Cc1ccccc1 | -11 | 59* | 11 | 2 | / | / | 2 | 9
52 | CCN(CC)S(=O)(=O)c1ccc(N2C(=O)CC2(/C=C/c2ccccc2)C(=O)NC2CCCC2)cc1 (stereo not given) | 8 | 6 | 1.8 | 0 | -9 | 0.96 | 3 | -2
53 | CCOC(=O)CSc1nc2c(c(=O)n1-c1ccc(OCC)cc1)SCC2 | 28 | -4 | 0.7 | 0 | 8 | 0.96 | 0 | -87
54 | NC(c1ccccc1)c1ccncc1 (stereo not given) | -4 | 5 | -0.2 | 4 | 3 | 1.1 | 2 | 7
55 | Cc1ccc(N(CCC#N)C(=O)COC(=O)c2cc(C)no2)cc1 | 0 | 6 | -0.6 | 0 | 2 | 0.88 | -1 | 16
56 | Cc1ccc(C2CC(C(F)F)n3ncc(C(=O)Nc4cnn(Cc5ccccc5C)c4)c3N2)cc1 (stereo not given) | 54* | 13 | -3.5 | -2 | -10 | 1 | 1 | 15
57 | O=[N+]([O-])c1cccc(NC(=S)N2CCN(c3ccccn3)CC2)c1 | -5 | 26 | -1.4 | -2 | -34 | 1.2 | 0 | 2
58 | Cc1ccccc1NC(=O)Cn1cnc2c(oc3nc4c(cc32)CCCC4)c1=O | -4 | -8 | -0.3 | -1 | 4 | 0.92 | -10 | -70
59 | Cc1cccc(C)c1NC1=C(Cl)C(=O)OC1OC(C)C (stereo not given) | -5 | -1 | 0.3 | -2 | 0 | 0.99 | -1 | 15
60 | COC(=O)c1ccccc1NC(=O)CN(c1ccccc1)S(=O)(=O)N(C)C | -3 | -15 | 1.2 | -14 | -14 | 1.1 | -1 | 10

Additional results.
cpd | Molecule | ATG4B inhibitor | PfG6PD inh | MPTP inh | NR3A LBD binder | SENP6 inh | hIAP act | SENP1 inh | SENP8 inh
61 | CCN1C(=O)[C@H]2[C@@H](c3ccc(Cl)cc3)N3C(=O)CN(CCOC)C(=O)[C@@]3(Cc3ccccc3)[C@H]2C1=O | 6 | 6 | -2.1 | 1 | -10 | 0.95 | -2 | 14
62 | CCOc1ccc(Br)cc1S(=O)(=O)Nc1ccc(C(=O)OCC(=O)N(C)c2ccccc2)cc1 | -3 | -7 | -11 | -1 | 4 | 0.97 | 3 | 16
63 | COc1ccc(NC(=O)CN(C)C(=O)c2sc3cc(Cl)ccc3c2Cl)cc1 | -5 | -3 | -2.4 | 3 | -4 | 0.99 | -8 | 18
64 | O=C(CCC(=O)Nc1cccc([N+](=O)[O-])c1)N/N=C/c1cccs1 | 0 | 8 | 0.8 | -1 | 8 | 1 | 3 | 10
65 | Cc1ccc(C(=O)c2cnc3cc4c(cc3c2S(=O)(=O)c2ccccc2)OCCO4)cc1 | 35 | 11 | 1.2 | -1 | -24 | 0.82 | -19 | -431
66 | CCn1c(SCc2cccc(OC)c2)nc2ccccc2c1=O | 13 | -2 | 1.7 | 1 | -4 | 0.85 | 0 | 2
67 | COc1ccccc1C(=O)N/N=C(\C)CC(=O)Nc1ccc2c(c1)OCCO2 | 0 | -8 | 1.1 | -1 | 0 | 0.88 | 2 | 7
